# Bioassay records: PubChem BioAssay, National Center for Advancing Translational Sciences (NCATS)
# PKM2 activator: activators of human pyruvate kinase M2; Potency, µM (highest dose often 57.5 µM), without a hit: at the highest dose activation, hits mostly activators; AID 1631; actives 0.34% (n = 260,000); purified PKM2, Kinase-Glo ATP luminescence, activation; response scale: 0% is enzyme alone, no compound; P14618; further: potency means the concentration at half of the fitted maximal effect; on the % scale 0 is the no-effect control and ±100 the full control effect; nearly all actives have a fitted effect of over 55% in size
# Target sequence (P14618 whole entry, looked up): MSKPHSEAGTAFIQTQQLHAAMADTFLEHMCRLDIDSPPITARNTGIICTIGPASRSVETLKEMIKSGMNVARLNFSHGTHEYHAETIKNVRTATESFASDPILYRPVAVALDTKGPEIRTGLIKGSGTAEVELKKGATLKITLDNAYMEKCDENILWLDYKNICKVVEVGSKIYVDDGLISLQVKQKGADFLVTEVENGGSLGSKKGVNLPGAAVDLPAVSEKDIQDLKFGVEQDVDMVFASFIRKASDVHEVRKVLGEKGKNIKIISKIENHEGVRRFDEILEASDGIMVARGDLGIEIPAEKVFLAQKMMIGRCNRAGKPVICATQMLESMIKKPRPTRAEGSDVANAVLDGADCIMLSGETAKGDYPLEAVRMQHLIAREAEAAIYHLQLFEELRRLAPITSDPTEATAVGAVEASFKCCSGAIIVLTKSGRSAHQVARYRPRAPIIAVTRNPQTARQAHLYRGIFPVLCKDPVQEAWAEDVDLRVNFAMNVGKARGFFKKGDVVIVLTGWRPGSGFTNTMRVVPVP
#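 Kinase-Glo luminescence reports ATP generated from ADP (0.1 mM) and PEP (0.5 mM) by purified hPK-M2 after 1 h at room temperature, pH 7.2 imidazole buffer; intermediate enzyme activity allows detecting inhibitors and activators.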
# FLuc counter: inhibits or activates purified firefly luciferase, miR-21 counter-screen | purified FLuc, Km substrates, luminescence inhibition | Potency, µM (highest dose often 57.5 µM), inactives show at the top dose activity change, negative = inhibition, most hits filed as inhibitors | actives 6.9% (n = 360,000) | AID 588342;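 further: potency means the concentration at half of the fitted maximal effect; plate controls were vehicle for no effect and reference inhibitor for full effect; nearly all actives have a fitted effect of over 55% in size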
#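 Purified P. pyralis luciferase (10nM final) with 10uM D-luciferin and 10uM ATP (Km levels) in 50mM Tris acetate pH 7.5, 10mM Mg acetate, 0.01% Tween-20, 0.05% BSA; qHTS 6-point titration, ~60 µM downward; luminescence read.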
# Giardia killer: kills Giardia lamblia; Giardia lamblia trophozoite viability; activity change, % at 7.66 µM, hits read low; actives 0.15% (n = 340,000); in the data active means activity change below about -80%; inconclusive means between about -30% and that limit;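 further: parasites exposed to compound for two days anaerobically before the ATP read; on the % scale 0 is the no-effect control and ±100 the full control effect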
#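 Luminescence from cellular ATP indicates surviving trophozoites (100 cells/well) following 48 hrs anaerobic compound treatment at 37 deg C; signal develops 15-30 min at room temperature.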
# RORg inh: blocks mouse ROR gamma transcriptional activity. P51450. Drosophila S2 Gal4-RORgamma UAS-luciferase reporter, 20 h. Potency, µM (series often up to 53.6 µM), without a hit: top-dose activity change, negative = inhibition, actives largely listed as inhibitors. actives 5.4% (n = 310,000); further: potency means the concentration at half of the fitted maximal effect; on the % scale 0 is the no-effect control and ±100 the full control effect; nearly all actives have a fitted effect of over 60% in size
#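 Drosophila Schneider cells stably carrying a metallothionein-driven Gal4 DBD–ROR gamma fusion and a UAS-Photinus luciferase reporter were exposed to compound for 1 hr, then induced with copper sulfate (700 uM final) for 20 hr at ambient temperature before luminescence reading.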
# p53 reactivator: mutant p53 re-activation in reporter cells | H1299 p53-A138V BP100-luciferase reporter, luminescence, 24 h | Potency, µM (top dose mostly 92.2 µM), without a hit: at the highest dose activity change, positive = activation, hits mostly activators | actives 0.063% (n = 320,000) | AID 504706; further: potency means the concentration at half of the fitted maximal effect; % of control where 0% means no effect; nearly all actives have a fitted effect of over 45% in size
#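 H1299 (p53-null), stable ts p53-A138V + BP100-Luc; 1000 cells/well, Opti-MEM/10% FBS; cpd 4 pt, 1:5; 24 h, 37 deg C, 5% CO2; detection reagent 10 min RT; luminescence.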
# NPC1 promoter act: activates the NPC1 promoter; Huh7 NPC1 promoter luciferase reporter, 24 h; Potency, µM (titrated, usually from 9.22 µM), for the others: at the top dose activation, actives largely listed as activators; actives 2.4% (n = 320,000); AID 485313;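 further: potency means the concentration at half of the fitted maximal effect; % of control where 0% means no effect; nearly all actives have a fitted effect of over 60% in size; reporter is driven by a mutant NPC1 promoter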
#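 Cells: Huh7 expressing luciferase under the NPC1 promoter, 1500/well. Seeded 2 h, compound added, incubated 24 h at 37 °C. Luciferase reagent, 10 min ambient, then luminescence.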
# Menin-MLL TR inh: displaces Texas Red mutant MLL peptide from human menin; O00255; Menin + Texas Red MLL mutant peptide, fluorescence polarization; Potency, µM (doses to about 61.6 µM), without a hit: at the top dose FP activity change, negative = inhibition, usual class: inhibitors; actives 0.23% (n = 270,000); AID 1768; active means well fitted inhibition curve with a large enough effect in the polarisation, with a control signal flat, not every such curve was filed as active; inconclusive means small, poorly fitted or top-dose-only effect, or effect the other way, or a change in a side signal; inactive means no such curve, though single readings can be large or run the other way; the % refers to the polarisation; further: potency means the concentration at half of the fitted maximal effect; % of control where 0% means no effect; many of its hits are not listed in these tables
# Target sequence (O00255 whole entry, looked up): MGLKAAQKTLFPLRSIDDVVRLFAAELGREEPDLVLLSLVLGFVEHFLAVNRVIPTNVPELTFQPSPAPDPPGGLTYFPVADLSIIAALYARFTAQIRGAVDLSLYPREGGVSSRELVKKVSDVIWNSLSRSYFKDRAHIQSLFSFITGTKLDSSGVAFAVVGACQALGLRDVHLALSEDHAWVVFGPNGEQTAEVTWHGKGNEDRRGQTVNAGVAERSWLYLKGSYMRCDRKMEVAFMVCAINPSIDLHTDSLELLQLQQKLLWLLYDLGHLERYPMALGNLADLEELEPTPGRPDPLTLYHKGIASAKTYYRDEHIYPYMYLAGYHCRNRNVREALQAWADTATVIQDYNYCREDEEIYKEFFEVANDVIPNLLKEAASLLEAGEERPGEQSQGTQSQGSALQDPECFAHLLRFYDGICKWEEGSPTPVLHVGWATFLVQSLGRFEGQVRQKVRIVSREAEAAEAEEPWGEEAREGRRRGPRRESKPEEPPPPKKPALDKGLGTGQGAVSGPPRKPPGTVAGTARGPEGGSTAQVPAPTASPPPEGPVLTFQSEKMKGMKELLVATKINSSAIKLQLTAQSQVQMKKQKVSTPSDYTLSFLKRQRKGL
# ELG1 genotoxic: induces genotoxicity in HEK293T cells with luciferase-tagged ELG1. HEK293T ELG1-luciferase reporter, luminescence, 16 h. actives 1.3% (n = 330,000). Potency, µM (top dose mostly 46 µM), for the others: top-dose activity change, positive = activation, most hits filed as activators; further: potency means the concentration at half of the fitted maximal effect; % of control where 0% means no effect; nearly all actives have a fitted effect of over 60% in size
#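 Genotoxicity was scored as increased ELG1-luciferase reporter signal, measured by ONE-Glo luminescence (30 min, room temperature). Compound or vehicle exposure of the HEK293T reporter cells lasted 16 hr at 37°C.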
# VP16 counter: Gal4-VP16 reporter inhibition counter-screen. Drosophila S2 Gal4-VP16 UAS-luciferase, luminescence, 20 h. Potency, µM (titrated, usually from 53.6 µM), without a hit: at the highest dose activity, negative = inhibition, most hits filed as inhibitors. actives 3.5% (n = 310,000);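 further: Gal4-VP16 expression switched on by copper sulfate through the metallothionein promoter; potency means the concentration at half of the fitted maximal effect; on the % scale 0 is the no-effect control and ±100 the full control effect; nearly all actives have a fitted effect of over 50% in size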
# BRCA1 expr act: BRCA1 expression activation. MCF7-BRCA1-FFLuc reporter, luminescence, 48 h; response scale: scaled: vehicle 0%, 10 µM genistein 100%. Potency, µM (highest dose often 46.1 µM), for the others: at the highest dose activation, hits mostly activators. actives 1.1% (n = 380,000); further: potency means the concentration at half of the fitted maximal effect; nearly all actives have a fitted effect of over 80% in size; some results filed as inactive show a strong effect at the top dose
#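 Quantitative HTS in MCF7 cells stably reporting BRCA1 expression via firefly luciferase. Compound treatment lasts 48 h at 37 °C in phenol-red free MEM. Activation is expressed relative to genistein at 10 microM and DMSO.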
# Rab9 promoter act: activates the Rab9 promoter. Potency, µM (doses to about 9.22 µM), without a hit: at the top dose activation, negative = inhibition, hits mostly activators. Huh7 Rab9 promoter-luciferase reporter, luminescence, 24 h. actives 2.8% (n = 320,000); further: potency means the concentration at half of the fitted maximal effect; % of control where 0% means no effect; nearly all actives have a fitted effect of over 60% in size
#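 Huh7 cells stably carrying a Rab9 promoter-luciferase reporter, 1500 cells per well in OP-MEM I with 10% FBS, treated with compound 24 hours at 37C. Luciferase activity read by luminescence after 10 minutes with Amplite reagent.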
# Active calls of the source: *; ? = inconclusive; / = no result given; [ ] = another dose, or the depositor's remark. Unless noted, the call rests on the fitted dose curve; in most records, active means well fitted curve in the direction sought with a large enough effect; inconclusive means small, poorly fitted or top-dose-only effect, or another doubt; inactive means no such curve, though single readings can be large; an effect the other way counts as inactive or inconclusive.
SMILES,PKM2 activator,FLuc counter,Giardia killer,RORg inh,p53 reactivator,NPC1 promoter act,Menin-MLL TR inh,ELG1 genotoxic,VP16 counter,BRCA1 expr act,Rab9 promoter act
Cc1ccccc1N=C/C=C1/C=C(c2ccccc2)OC(C)(C)O1,6%,-11%,-21,?,-7%,-2%,0%,-7%,1%,-60%,-3%
COc1cc(/C=C/C(=O)OC2CC3CCC2(C)C3(C)C)ccc1O (stereo not drawn),-7%,?,-6,?,16%,1%,/,15%,-2%,2%,0%
Cc1cc(SCC(=O)Nc2cccnc2Cl)nc2ccccc12,/,-18%,-10,-4%,-1%,0%,-12%,-4%,17%,-7%,1%
CC(=O)c1ccc(NC(=S)N2CC(C)CC(C)C2)cc1 (stereo not drawn),-9%,-13%,-6,?,11%,0%,8%,2%,?,12%,-3%
Cn1c(N2CCOCC2)nc2c1c(=O)n(Cc1ccc(Cl)c(Cl)c1)c(=O)n2C,20%,4%,-5,25%,-17%,-4%,0%,0%,3%,-40%,-8%
COCCNc1oc(-c2ccc(C)cc2)nc1C#N,-5%,12µM*,-10,?,29%,?,/,5.6µM*,0%,?,3.5µM*
CCc1nnc(NS(=O)(=O)c2ccc(NC(=S)NC(=O)c3ccc(OC)cc3)cc2)s1,-8%,-12%,-6,41%,-18%,0%,33%[activator],2%,-3%,8%,-9%
O=C(CN(C(=O)Cn1nnc(-c2cccs2)n1)c1cnc2ccccc2c1)NCC1CCCO1 (stereo not drawn),-2%,-2%,5,8%,-12%,-1%,6%,0%,-3%,-1%,-7%
CC1(C)NC(=O)N(CC(O)CN(c2ccccc2)S(=O)(=O)c2ccc([N+](=O)[O-])cc2)C1=O (stereo not drawn),0%,-1%,12,/,/,0%,23%,0%,/,1%,15%
O=C(CCOc1ccccc1)Nc1cccc(S(=O)(=O)Nc2ccccc2Cl)c1,4%,-1%,-14,?,-9%,1%,?,-10%,-7%,-4%,-5%
O=C1CCC(=O)N1c1nc2nc(-c3ccccc3)cc(-c3ccccc3)n2n1,-3%,2%,9,26%,-2%,2%,2%,0%,-24%,5%,-2%
c1ccc(OCCSc2nnc3sc4ccccc4n23)cc1,-2%,0.43µM*,-19,11µM*,-10%,0.35µM*,-15%,?,11µM*,?,0.32µM*
Cc1ccc(CNc2nc(-c3cccs3)nc3ccccc23)cc1,-2%,2%,-3,1%,18%,-6%,?,-3%,-7%,-4%,-4%
CC(=O)c1cccc(N(CC(=O)O)S(C)(=O)=O)c1,-4%,5%,-8,8%,7%,-1%,2%,3%,-7%[0.365 µM],2%,-1%
O=C(CSCc1ccc([N+](=O)[O-])cc1)NCCSCc1ccccc1,-1%,2%,5,8%,-5%,1%,-12%,-4%,1%,-20%,4%
O=C(c1ccc([N+](=O)[O-])cc1)n1nc(-c2ccccc2)nc1NCc1ccc(F)cc1,-1%,-11%,-20,?,-30%,11%,4%,0%,9%,38%,?
CCOC(=O)c1sc2nc(C)c([N+](=O)[O-])c(COC)c2c1N,0%,-6%,-9,9%,0%,1%,-5%,-2%,0%,-30%,0%
COc1ccc(Cl)cc1NC(=O)CN(C)CC(=O)Nc1c(C)n(C)n(-c2ccccc2)c1=O,/,3%,2,/,1%,0%,/,-6%,/,0%,-8%
O=C1CSC(=NC(=O)c2ccccc2)N1,-3%,4%[2.3 µM],-12,-16%,-2%,0%,26%,13%,7%,-2%,10%
O=C(NC1CCCC1)C(c1cccs1)N(C(=O)c1ccno1)c1ccccc1 (stereo not drawn),-7%,0%,10,-20%,2%,-1%,2%,7%,-7%,-13%,-3%
NC(=O)Cc1ccc(C(=O)c2ccc(Cl)cc2Cl)s1,-4%,?,31[activator],18%,2%,12%,?,7%,11%,67%,25%
CCCCNC(=S)Nc1ccc2cn[nH]c2c1,-1%,-3%,1,26%,?,-2%,-6%,1%,-2%,15%,1%
Cc1cccc(-c2nsc(SCC(=O)Nc3nccs3)n2)c1,6%,-15%,-2,11µM*,0%,4%,?,11%,-14%,3%,18%
CC(CCc1ccccc1)C(=O)NO (stereo not drawn),-5%,0%,1,-14%,-3%,1%,-4%,-1%,-3%,11%,3%
Cc1ccc(C(OC(=O)c2ccco2)C(=O)NC(C)(C)C)cc1 (stereo not drawn),-4%,1%,14,26%,/,2%,14%,1%,5%,-3%,0%
O=C(NCc1ccc2c(c1)OCO2)C1CCN(S(=O)(=O)c2ccc(Br)s2)CC1,?,3%,14,7%,2%,-2%,0%,-1%,4%,-6%,3%
CC1(C)CC(=O)C(C=NCCCO)=C(O)C1,-2%,2%,7,-5%,0%,1%,-5%,2%,4%,0%,6%
Cc1csc(=O)n1CC(=O)OCC(=O)Nc1ccccc1C(C)C,/,4%,19,/,1%,-2%,/,-1%,/,-17%,0%
CSC(=Nc1ccccc1)Nc1ccccc1,-5%,-2%,-5,13%,-3%,-1%,/,1%,-10%,18%,0%
CCCNC(=S)Nc1ccc2nc(-c3ccccn3)c(-c3ccccn3)nc2c1,17%,-13%,-3,?,1%,1%,-20%,0%,4%,1%,4%
CCOC(=O)C1CC(C)=C(C)CC1C(=O)O (stereo not drawn),5%,-2%,3,-15%,0%,-1%,-3%,-3%,2%,20%,-8%
Cc1nc(NC(=O)c2ccccc2)sc1C,-43%,?,1,?,?,1.8µM*,4%,?,-16%,?,1.8µM*
Cc1ccc(N(C(C)C(=O)O)S(=O)(=O)c2cccnc2)cc1 (stereo not drawn),7%,1%,-5,-1%,0%,1%,8%,2%,5%,8%,-5%
N/C(=N\OC(=O)C(c1ccccc1)c1ccccc1)c1cccnc1,-5%,0%,-6,?,1%,1%,20%,1%,-4%,-6%,-2%
COc1ccc(Br)cc1/C=N/Nc1ccc(Cl)c(C(=O)O)c1,-2%,?,-13,24%,5%,13%,1%,14%,?,25%,3%
O=C(O)c1cnc(-c2ccccc2)nc1Sc1ccc(Cl)cc1Cl,-1%,2%,12,3%,-4%,1%,/,-1%,1%,-18%,-3%
COC(=O)Nc1ccc(S(=O)(=O)Nc2cccc3ccccc23)cc1,10%,-1%,14,?,-7%,-7%,31%[activator],-4%,18µM*,-78%,-3%
COc1cccc(C(C(=O)NC2CCCCC2)N(C(=O)c2cccs2)c2ccc3c(c2)OCO3)c1 (stereo not drawn),3%,8%,7,32%,-7%,-3%,-10%,0%,-8%,-22%,-5%
Cc1[nH]c2ccccc2c1C(=O)C(=O)NCc1cccs1,0%,-2%,-3,?,-4%,1%,7%,-1%,17%,6%,1%
CC(=O)c1cn(CC(=O)Nc2cccc(C)c2C)c2ccccc12,3%,-3%,-1,?,-2%,-23%,27%,-4%,13µM*,-34%,-41%[inhibitor]
CC1(C)CC(=O)C(C=Nc2cccc(/N=C/C3=C(O)CC(C)(C)CC3=O)n2)=C(O)C1,3%,-1%,/,-7%,1%,2%,0%,1%,-1%,/,3%
CCc1c(C)sc(NC(=O)C2CC(c3c(F)cccc3Cl)=NO2)c1C#N (stereo not drawn),-2%,?,5,/,/,-6%,-5%,-2%,/,-4%,-1%
COc1ccc(S(=O)(=O)c2ccccc2)cc1NC(=O)c1c(F)cccc1F,/,4%,-22,-6%,-7%,0%,?,10%,7%,-11%,1%
CN(C1=C(N2CCCCC2)C(=O)c2ccccc2C1=O)c1ccccc1,-18%,?,-13,-25%,4%,1%,-16%,0%,9%,-62%,-3%
O=C(CCN1C(=O)/C(=C/C=C/c2ccccc2)SC1=S)Nc1cccnc1,26%,1.1µM*,8,0%,5%,25%,?,?,?,-5%,?
Cc1ccc(NC(=O)COc2ccccc2C(N)=O)cc1S(=O)(=O)N1CCCCCC1,/,24µM*,-7,/,2%,-22%,/,-3%,/,-50%,-26%
COc1ccc(OC)c(N=c2oc3cc(O)ccc3cc2C(N)=O)c1,0%,21µM*,7,24%,?,-1%,-8%,-1%,-5%,46%,16%
CCOC(=O)Cc1csc(NC(=O)c2cc(C)cc(C)c2)n1,0%,-18%,-16,?,-6%,-2%,0%,-6%,-6%,10%,-8%

# Pulled by compound from the list above (2):
SMILES,PKM2 activator,FLuc counter,Giardia killer,RORg inh,p53 reactivator,NPC1 promoter act,Menin-MLL TR inh,ELG1 genotoxic,VP16 counter,BRCA1 expr act,Rab9 promoter act
CCc1c(C)sc(NC(=O)C2CC(c3c(F)cccc3Cl)=NO2)c1C#N (stereo not drawn),-2%,?,5,/,/,-6%,-5%,-2%,/,-4%,-1%
CC(=O)c1cn(CC(=O)Nc2cccc(C)c2C)c2ccccc12,3%,-3%,-1,?,-2%,-23%,27%,-4%,13µM*,-34%,-41%[inhibitor]

# Not all compounds are listed. The share of hits here may be higher or lower than overall.
